From PubChem
ERa SRC1 pot: enhances coactivator binding to human estrogen receptor alpha; TR-FRET ERalpha-LBD/SRC-Cy5 coactivator binding, 2 h; 100 = basal binding, no effect; 1.3% of 86,000 active; coactivator binding (% of control), % at 25.6 µM; AID 639; P03372; in the data active means activity above about 200%;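 further: binding measured in presence of low estradiol as agonist stimulus; 0% = peptide alone without receptor and 100% = receptor with peptide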
Target sequence (P03372 whole entry, looked up, the tested form may be a part): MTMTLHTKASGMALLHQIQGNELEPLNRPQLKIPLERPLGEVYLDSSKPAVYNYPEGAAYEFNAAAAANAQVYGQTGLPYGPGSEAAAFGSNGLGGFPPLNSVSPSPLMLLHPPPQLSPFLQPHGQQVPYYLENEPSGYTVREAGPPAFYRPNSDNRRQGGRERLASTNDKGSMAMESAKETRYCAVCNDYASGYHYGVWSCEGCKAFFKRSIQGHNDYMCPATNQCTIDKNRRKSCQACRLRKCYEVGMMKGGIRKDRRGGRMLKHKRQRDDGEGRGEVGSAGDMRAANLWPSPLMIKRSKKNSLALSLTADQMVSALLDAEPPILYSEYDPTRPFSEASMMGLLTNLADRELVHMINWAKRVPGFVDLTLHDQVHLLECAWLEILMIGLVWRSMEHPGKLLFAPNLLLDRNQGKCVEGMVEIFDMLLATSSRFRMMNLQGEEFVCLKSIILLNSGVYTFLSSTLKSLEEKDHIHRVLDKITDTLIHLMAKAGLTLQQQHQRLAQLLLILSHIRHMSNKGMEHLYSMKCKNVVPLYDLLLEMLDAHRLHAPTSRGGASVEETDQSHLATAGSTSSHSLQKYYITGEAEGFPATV
ERb SRC1 inh: blocks coactivator binding to human estrogen receptor beta. Q92731. TR-FRET ER-beta LBD / SRC1-Cy5 peptide binding; receptor agonist-loaded with 1 µM estradiol. inhibition, % at 25.6 µM. 1.3% of 86,000 active. AID 633;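 active means compounds whose percent inhibition of the receptor-coactivator binding signal exceeds about 50% in the single-dose screen, limit read from the data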;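 further: 0% = receptor plus peptide wells without compound and 100% = peptide-only wells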
Smad3 inh: blocks human Smad3 binding to FoxH1 peptide; P84022; AID 630; 0.29% of 88,000 active; TR-FRET Smad3/Dy647-FoxH1 peptide binding, europium anti-His; inhibition, % at 25 µM;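 active means compounds that reduce the energy-transfer binding signal between the protein and its labelled peptide by more than half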;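 further: 0% = Smad3 plus labelled peptide maximal FRET and 100% = peptide-only background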
Target sequence (P84022 whole entry, looked up): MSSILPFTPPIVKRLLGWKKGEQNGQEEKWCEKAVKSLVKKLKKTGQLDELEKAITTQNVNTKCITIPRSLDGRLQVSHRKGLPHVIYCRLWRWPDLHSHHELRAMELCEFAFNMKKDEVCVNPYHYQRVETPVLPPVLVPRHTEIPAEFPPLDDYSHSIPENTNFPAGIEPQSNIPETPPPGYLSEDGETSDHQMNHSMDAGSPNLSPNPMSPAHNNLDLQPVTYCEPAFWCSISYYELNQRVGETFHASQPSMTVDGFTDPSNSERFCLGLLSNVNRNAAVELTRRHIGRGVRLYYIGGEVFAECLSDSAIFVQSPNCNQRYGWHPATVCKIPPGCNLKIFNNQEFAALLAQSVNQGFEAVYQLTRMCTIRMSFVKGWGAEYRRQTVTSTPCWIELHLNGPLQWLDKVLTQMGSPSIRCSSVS
Candida biofilm: kills Candida albicans biofilms; C. albicans biofilm + clotrimazole, Alamar Blue; 0.14% of 85,000 active; inhibition, % at 6 µM;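 active means inhibition above 20%; inactive means inhibition below 20%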;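 further: preformed 24 hr biofilms exposed to compound for 48 hr; 0% = biofilm without compound and 100% = blank killed by clotrimazole plus chlorhexidine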
CD11b adhes inh: inhibitors of human CD11b/CD18 binding to fibrinogen; P05107+P11215; K562 CD11b/CD18 adhesion to fibrinogen, ATPlite luminescence; Mn2+ added to activate the integrin; inhibition, % at 10 µM; 0.54% of 93,000 active; AID 1497;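 active means primary inhibition of 50% or more at 10 µM, then 40% or more on retest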; further: some results filed as inactive read as strong as hits
sEH act: activators of human soluble epoxide hydrolase. P34913. purified human sEH enzymatic activity, activator screen. activation, % at 2 µM. 0.04% of 91,000 active. AID 717; in the data active means activation above about 37%; further: values of inactives mirror those of a sister screen read the other way
MT1-MMP txn act: MT1-MMP promoter transcription activation | HT1080 MT1-MMP promoter luciferase reporter, luminescence, overnight; stronger effect = higher value | activation factor at 10 µM | 0.16% of 86,000 active;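 active means activation factor of at least 2 for MT1-MMP transcription at 10 µM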
CD11b adhes enh: enhancers of human CD11b/CD18 binding to fibrinogen. K562 CD11b/CD18 adhesion to fibrinogen, ATPlite luminescence. activation, % at 10 µM. 0.07% of 93,000 active. AID 1499;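 active means 10 µM primary screen giving 50% or more activity, confirmed by 40% or more on retest at that dose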; further: strong numbers were not always called active; reference of the scale not given here
sEH inh: soluble epoxide hydrolase (human) inhibition | 0.34% of 91,000 active | recombinant human sEH enzymatic activity assay | inhibition, % at 2 µM; in the data active means inhibition above about 80%; further: values of inactives mirror those of a sister screen read the other way; many of its hits are not listed in these tables
Starred values were filed as active, the others as inactive; nt = no result given; [ ] = dose if it differs, or a comment. A portion of the library. The share of hits here may be higher or lower than overall.

SMILES	ERa SRC1 pot	ERb SRC1 inh	Smad3 inh	Candida biofilm	CD11b adhes inh	sEH act	MT1-MMP txn act	CD11b adhes enh	sEH inh
CC1CCCCC1NC(=O)Cn1cnc2ccccc2c1=O (stereo unspecified)	127.5	-6.5	10.6	3.4	-15.3	-6.8	1	3.9	5.7
COc1ccc(CCNC(=O)CSc2nc(C)nc3c2c(=O)n(C)c(=O)n3C)cc1OC	109.2	17.3[fluorescence artefact?]	-7.9	0.5	-52.4	nt	1.1	17.2	nt
Cc1cccn2cc(CNC(=O)CC3CCCC3)nc12	nt	nt	nt	nt	-23.2	-3.0	1	6.8	5.4
CCOc1ccc(N(CC(=O)NC(C)CC)S(C)(=O)=O)cc1 (stereo unspecified)	98.4	-4.3	-3.1	5.9	1.2	5.4	nt	-1.6	-7.8
O=C(c1ccccc1)n1nc(-c2ccccc2)nc1NCc1ccco1	101.3[fluorescence artefact?]	-10.5	6.8	-1.5	-11.0	-1.8	1.1	2.8	1.0
CCOC(=O)c1cc(-c2ccc(C)o2)n[nH]1	nt	nt	nt	nt	-1.3	13.7	nt	-1.1	-14.7
Cc1ccc2cc(C)c(SCC#N)nc2c1	100.1	-0.4	1.1	0.8	-7.0	13.8	1	6.5	-14.9
CC(C)OC(=O)C1CC=CCC1C(=O)Nc1ccc(Cl)cc1 (stereo unspecified)	106.7	13.1	13.1	-2.7	-8.2	-4.6	1.1	4.0	3.9
CC(=O)c1cc(C#N)c(SCCC(C)C)nc1C	102.6	-4.3	5.1	nt	9.6	5.8	1	-1.9	-2.7
CCOc1cccc(-c2nnc3sc(COc4ccccc4)nn23)c1	109.0	-1.1	2.9	4.3	3.0	nt	1.2	1.1	nt
CCc1ccc(NC(=O)Nc2ccc3c(c2)N(C)C(=O)CS3)cc1	104.2	10.8	-9.8	11.4	-21.3	-91.3	nt	-2.5	91.4*
CCn1c(SCC(=O)N2CCCC2)nc2ccccc2c1=O	109.6	-6.4	2.5	9.1	0.7	nt	1.2	-3.7	nt
O=C(CSc1nnc2sc3ccccc3n12)NCc1ccco1	nt	nt	nt	nt	20.5	-26.6	nt	-4.9	25.0
COc1ccc(NC(=O)CC2SC(=Nc3ccccc3)NC2=O)c(OC)c1 (stereo unspecified)	nt	nt	nt	nt	-2.8	-14.0	1.1	2.6	13.8
COc1ccc(C)cc1NC(=O)c1cc2ccccc2o1	122.7[fluorescence artefact?]	12.2[fluorescence artefact?]	2.6	3.7	-20.9	0.6	1.5	-2.3	-1.3
O/N=C/CCn1c(=S)sc2ccccc21	106.1	3.2	-0.1	1.1	-15.3	7.3	1.2	3.0	-9.8
O=C(c1cccn2c(=O)c3cc(Cl)ccc3nc12)N1CCOCC1	108.6	1.0	3.4	6.3	-2.3	-3.0	1.1	-2.3	3.0
CCOc1ccc2ccccc2c1/C=N/n1cncn1	94.8	-21.2	5.1	3.3	-11.1	-2.4	1	5.0	5.2
Cc1cc(C(=O)CSc2nnnn2-c2ccccc2)c(C)n1CC1CCCO1 (stereo unspecified)	96.0	19.0	-0.5	6.0	4.8	-0.6	1.4	1.2	1.7
CCN(CCNC(=O)C1CCN(Cc2nc(-c3ccc(Cl)cc3)oc2C)CC1)c1ccccc1	113.8	2.2	41.9[fluorescence artefact?]	5.9	18.7	-83.4	1.1	-3.1	83.7*
O=C1c2oc3ccc(Br)cc3c(=O)c2C(c2cccc(F)c2)N1CCO (stereo unspecified)	87.0[fluorescence artefact?]	31.5	4.4[fluorescence artefact?]	8.8	-8.7	5.5	1.1	2.9	-7.8
CN1CCN(C(=O)CN(Cc2ccccc2)S(C)(=O)=O)CC1	112.8	2.8[fluorescence artefact?]	1.6	7.6	-38.3	7.5	1	-0.3	-10.1
CC(C)Oc1ccc2nnnn2n1	134.3	-0.9	6.2	3.6	4.2	4.3	1.1	-7.8	-4.5
CC(=O)Oc1ccc(-c2cccc(C(=O)Oc3ccccc3)c2)cc1	90.7	13.7	10.4	-0.8	9.5	-9.1	1.1	0.8	8.2
Cc1nc(NC(=O)c2cccnc2)ccc1Br	119.3	8.0	5.8	11.0	-4.5	-5.5	1.4	-3.7	9.0
Cc1nn(CCC#N)c2nc(-c3ccccc3)cc(C(F)(F)F)c12	106.2	-12.3	1.2	2.8	35.7	13.4	1.3	1.0	-15.6
Cc1oc(-c2cccc(Cl)c2)nc1CSCC(=O)O	98.8	-11.7	4.3	1.8	0.8	-0.8	nt	7.2	0.0
CCOC(=O)c1c(Nc2nc(C)c(C(=O)NC)s2)sc(C)c1C	96.7	19.3	10.1	1.7	-6.2	4.5	1	7.0	-7.0
O=C(OCCN1CCOCC1)c1cccs1	96.3	-18.9	-0.9	8.1	-1.2	-14.5	1.2	-1.6	12.9
N/C(Cc1ccc([N+](=O)[O-])cc1)=N\OC(=O)C(c1ccccc1)c1ccccc1	nt	nt	nt	nt	13.7	30.2	nt	-3.1	-32.9

One compound at a time, from the list above.
Listed for O/N=C/CCn1c(=S)sc2ccccc21 : ERa SRC1 pot: 106.1; ERb SRC1 inh: 3.2; Smad3 inh: -0.1; Candida biofilm: 1.1; CD11b adhes inh: -15.3; sEH act: 7.3; MT1-MMP txn act: 1.2; CD11b adhes enh: 3.0; sEH inh: -9.8
Listed for Cc1nn(CCC#N)c2nc(-c3ccccc3)cc(C(F)(F)F)c12 : ERa SRC1 pot: 106.2; ERb SRC1 inh: -12.3; Smad3 inh: 1.2; Candida biofilm: 2.8; CD11b adhes inh: 35.7; sEH act: 13.4; MT1-MMP txn act: 1.3; CD11b adhes enh: 1.0; sEH inh: -15.6

(listing goes on)
SMILES	ERa SRC1 pot	ERb SRC1 inh	Smad3 inh	Candida biofilm	CD11b adhes inh	sEH act	MT1-MMP txn act	CD11b adhes enh	sEH inh
CCCCc1ccc(NS(=O)(=O)c2cccs2)cc1	86.7	12.2	4.6	0.9	5.0	-11.6	1.2	-0.8	12.7
Cc1c(C(=O)Oc2ccc(-c3cnc4ccccc4n3)cc2)cccc1[N+](=O)[O-]	nt	nt	nt	nt	-4.7	-17.7	nt	75.5	18.1
COc1cc2cc(C(c3nnnn3C(C)(C)C)N3CCC(C)CC3)c(=O)[nH]c2cc1OC (stereo unspecified)	94.6	-12.0	-3.7	4.6	-4.0	5.7	1	-2.0	-3.7
c1ccc(N2CCN(c3nnc(Cc4cccnc4)c4ccccc34)CC2)nc1	113.8	-2.7[fluorescence artefact?]	8.7	2.1	nt	nt	0.9	nt	nt
O=C(CCN1CCC(c2ccccc2)C1)c1cccs1 (stereo unspecified)	nt	nt	nt	nt	-4.3	10.0	1	-2.2	-10.4
Cc1nnc(Sc2nc3c(c(=O)[nH]c(=O)n3C)n2CCCc2ccccc2)s1	153.2	-8.6	-0.7	8.4	-12.7	17.4	nt	0.8	-14.8
CC1=C(C(=O)N(C)C)C(c2ccc(Cl)c(Cl)c2)NC(=O)N1 (stereo unspecified)	94.0	-7.4	0.1	10.3	6.9	3.7	1.2	-6.5	-4.9
COc1ccccc1N1CCN(C(=O)CC2NC3CCCCC3NC2=O)CC1 (stereo unspecified)	111.2	-10.2	7.0	12.1	-8.3	4.3	1.2	-3.9	-4.6
Cc1ccc(Sc2cnc3ccccc3n2)cc1	112.8	1.4	5.7	-1.6	5.2	-0.9	nt	-1.6	3.9
CCC(=O)Nc1sc2c(c1C(=O)N(C)C)CCCCC2	96.3	-16.0	-0.3	-6.5	nt	10.7	1.1	nt	-7.2
Cc1ccc(-n2ncc(C#N)c2/N=C/N2CCN(C)CC2)cc1	113.8[fluorescence artefact?]	-3.8	-4.4	nt	-28.0	1.1	1.2	10.7	1.9
COc1ccc(N(C)S(=O)(=O)c2ccc3c(c2)CCC(=O)N3)cc1	71.3	23.0[fluorescence artefact?]	-4.4	3.6	nt	6.9	1.1	nt	-9.8
COc1cc(NC(=O)c2ccccc2)c(OC)cc1NC(=O)CN1CCCCC1	118.2	-5.6	3.3	8.7	nt	3.4	0.9	nt	-3.7
CN1CCCc2cc3c(C(F)(F)F)cc(=O)oc3nc21	134.1[fluorescence artefact?]	-3.6	6.0	9.1	-4.7	-2.3	1	2.4	5.2
COc1cc(C2C(C(=O)c3ccc(C)o3)=C(O)C(=O)N2c2cc(C)on2)cc(OC)c1OC (stereo unspecified)	106.9	7.1[fluorescence artefact?]	12.0	8.0	nt	nt	1.2	nt	nt
CN(C)S(=O)(=O)c1ccc(C(=O)Nc2ccc(OCC(=O)N3CCOCC3)cc2)cc1	91.3	3.4	5.8	7.9	-8.6	-26.7	1.1	-2.6	25.8
COc1nc(-c2ccccc2)ccc1-c1noc(C)n1	128.2	0.5[fluorescence artefact?]	-0.8[fluorescence artefact?]	6.4	-6.0	-12.2	1.4	-2.5	14.4
Cc1ccc(CN2CCN(CC(=O)NCCCN3CCN(c4ccc(F)cc4)CC3)C2=O)cc1	95.4	-9.0	-1.5	5.7	28.0	0.4	1	-3.3	3.0
CC(/C=N/N1CCN(c2ccccc2)CC1)=C\c1ccco1	105.9	-7.4	10.9	2.8	nt	-7.5	1.1	nt	10.1
CC1Cc2nc(SCC(=O)NCc3ccccc3)n(Cc3ccccc3)c(=O)c2S1 (stereo unspecified)	108.0	3.2	15.0	7.9	18.4	0.1	nt	-2.9	2.2
COc1ccccc1/C=C/C(=O)NCC(=O)N/N=C/c1cc(Br)ccc1OC	115.5	1.7	5.8	-2.4	2.1	-12.7	0.9	-2.6	11.9
CCOc1nc(NC(C)C)nc(NC(C)C)n1	100.4	0.4	13.0	-0.9	nt	-0.1	1.1	nt	1.9
Cc1csc(-c2coc3cc(O)cc(C)c3c2=O)n1	73.5	15.1	-0.8	3.4	-4.4	14.6	1.7	1.8	-13.0
CCCCCC1CC(CC(=O)O)C(=O)O1 (stereo unspecified)	122.1	-5.0	4.6	3.9	-2.2	-0.9	nt	3.7	2.3
Cc1cccc(OCCn2c(-c3ccco3)nc3ccccc32)c1	75.6	2.2	5.8	2.7	11.3	-5.9	1.3	1.0	9.1
COc1ccc(NC(=O)CSc2nnc(Cc3cccn3C)n2-c2ccc(OC)cc2)cc1	98.4	-4.6	-1.3	5.1	-9.4	nt	1	4.6	nt
CC(C)(C)c1ccc(OC(=O)Cn2c(C(F)(F)F)nc3ccccc32)cc1	nt	nt	nt	nt	14.8	-4.5	nt	-4.0	5.4
O=C(NCc1ccco1)c1ccc(S(=O)(=O)c2cccc(S(=O)(=O)N3CCOCC3)c2)cc1	114.6	13.0[fluorescence artefact?]	20.3[fluorescence artefact?]	8.1	-12.4	-44.8	1	17.0	43.8
CCCS(=O)(=O)N1CCC(C(=O)NCc2cccnc2)CC1	113.0	-6.6	6.3	6.2	-2.2	nt	1.2	-2.0	nt
COC(=O)c1ccc(C(=O)OC)c(NC(=O)CCc2ccc(C)o2)c1	95.3	-8.3	-6.7	3.9	9.7	12.9	1.1	-3.0	-9.9
C=CCNc1ncnc2ccccc12	109.9	28.8	-18.0	11.2	nt	5.3	1.4	nt	-3.6
CCOC(=O)COc1ccc(S(=O)(=O)NCc2ccco2)cc1	97.8	37.2	-4.9	4.6	-5.5	4.8	1.2	-3.5	-4.9

Some of the entries above, reformatted.
Structure | ERa SRC1 pot | ERb SRC1 inh | Smad3 inh | Candida biofilm | CD11b adhes inh | sEH act | MT1-MMP txn act | CD11b adhes enh | sEH inh
COC(=O)c1ccc(C(=O)OC)c(NC(=O)CCc2ccc(C)o2)c1 | 95.3 | -8.3 | -6.7 | 3.9 | 9.7 | 12.9 | 1.1 | -3.0 | -9.9
CC(C)Oc1ccc2nnnn2n1 | 134.3 | -0.9 | 6.2 | 3.6 | 4.2 | 4.3 | 1.1 | -7.8 | -4.5
CN(C)S(=O)(=O)c1ccc(C(=O)Nc2ccc(OCC(=O)N3CCOCC3)cc2)cc1 | 91.3 | 3.4 | 5.8 | 7.9 | -8.6 | -26.7 | 1.1 | -2.6 | 25.8
